# Nrf2 inh: Nrf2 pathway inhibition; A549 ARE-Fluc reporter, luciferase luminescence, 18-24 h; Potency, µM (top dose mostly 46 µM), without a hit: top-dose activity change, negative = inhibition, actives largely listed as inhibitors; 360,000 tested, 2.1% active; AID 504444; further: on the % scale 0 is the no-effect control and ±100 the full control effect; nearly all actives have a fitted effect of over 60% in size
#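 A549 ARE_Fluc cells, 5000/well, 5% FBS OPTI-MEM; compounds in dose-response, 18-24 h at 37 °C/5% CO2; CellTiter-Fluor viability read (Ex 405/Em 525), then BugLite luciferase luminescence = Nrf2 activity.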
# Nrf2 activator: activates Nrf2 signaling | 410,000 tested, 0.31% active | AREc32 ARE-luciferase reporter (MCF7-derived line), luminescence, 24 h | Potency, µM (doses to about 46.1 µM), for inactives: at the top dose activation, hits mostly activators; further: % of control where 0% means no effect; nearly all actives have a fitted effect of over 65% in size
#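 Reporter line AREc32 (ARE-Fluc), seeded overnight in OPTI-MEM with 5% FBS; compound pin-transferred, 24 hr at 37 deg C, 5% CO2; luminescent read-out.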
# ATXN viability: reduces viability in counter-screen for ATXN expression inhibitors | S2 cells (HEK-293 line with an ATXN2-luciferase reporter) viability, CellTiter-Fluor protease fluorescence, 24 h | Potency, µM (highest dose often 56.7 µM), hits mostly cytotoxic | 400,000 tested, 0.49% active | AID 651635; further: nearly all actives have a fitted effect of over 40% in size
# TGFb SMAD3 inh: inhibitors of TGF-b signaling; HepG2 CAGA-GFP TGF-b/SMAD3 reporter, GFP fluorescence, 18 h; TGF-beta stimulated, 500 pg/mL final; AID 588855; 410,000 tested, 1.2% active; Potency, µM (series often up to 46.1 µM), for inactives: at the top dose activity, negative = inhibition, most hits filed as inhibitors; further: on the % scale 0 is the no-effect control and ±100 the full control effect; nearly all actives have a fitted effect of over 65% in size
#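 TGF-beta reporter screen: HEPG2 CAGA-GFP, 1% FBS, 500 pg/mL TGF-beta final, 18 h; per-cell GFP summed per well; curves fitted and categorized by class.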
# ATXN2 expr inh: ATXN2 expression inhibition; Potency, µM (highest dose often 57 µM), for the others: top-dose activity change, negative = inhibition, hits mostly inhibitors; 360,000 tested, 0.72% active; HEK-293 ATXN2-luciferase reporter, luminescence, 24 h; further: on the % scale 0 is the no-effect control and ±100 the full control effect; nearly all actives have a fitted effect of over 55% in size
#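 ATXN2-luciferase reporter cells (luciferase flanked by upstream and downstream ATXN2 gene portions) were treated 24 h at 37 °C with compounds at up to 57 uM. SteadyGlo luminescence gave expression; GF-AFC fluorescence gave viability.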
# MCF10A rerep: inducers of DNA re-replication in MCF 10A breast cells; Potency, µM (doses to about 46.1 µM), without a hit: at the top dose activity, positive = re-replication, hits mostly activators; 350,000 tested, 2.9% active; AID 624296; MCF 10A DNA re-replication, Hoechst nuclear intensity, 48 h; further: % of control where 0% means no effect; nearly all actives have a fitted effect of over 50% in size
# HepG2 viability: kills HepG2 cells in TGF-b inhibitor counter-screen. Potency, µM (top dose mostly 46.1 µM), for inactives: at the highest dose activity change, negative = cytotoxicity, usual class: cytotoxic. 410,000 tested, 0.76% active. HepG2 CAGA-GFP viability, ATP luminescence, 18 h. AID 588856; further: some results filed as inactive show a strong effect at the top dose
#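 CellTiter-Glo luminescence gave cytotoxicity after 18 hours at 37 degrees C. The cells were HepG2 CAGA-GFP in 1% FBS DMEM, stimulated with 500 pg/mL TGF-beta after compound addition. %Activity was normalised to no-cell wells (complete cell-killing) and DMSO (no toxicity), and curves were fitted and classified.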
# EPAC2 antagonist: blocks human EPAC2 exchange factor; Potency, µM (highest dose often 114 µM), for the others: at the top dose activity, negative = inhibition, usual class: inhibitors; 360,000 tested, 0.18% active; AID 720708; Q8WZA2; EPAC2 GEF exchange of Rap1B-BODIPY-GDP, fluorescence; further: on the % scale 0 is the no-effect control and ±100 the full control effect; nearly all actives have a fitted effect of over 45% in size; many of its hits are not listed in these tables
# Target sequence (Q8WZA2 whole entry, looked up): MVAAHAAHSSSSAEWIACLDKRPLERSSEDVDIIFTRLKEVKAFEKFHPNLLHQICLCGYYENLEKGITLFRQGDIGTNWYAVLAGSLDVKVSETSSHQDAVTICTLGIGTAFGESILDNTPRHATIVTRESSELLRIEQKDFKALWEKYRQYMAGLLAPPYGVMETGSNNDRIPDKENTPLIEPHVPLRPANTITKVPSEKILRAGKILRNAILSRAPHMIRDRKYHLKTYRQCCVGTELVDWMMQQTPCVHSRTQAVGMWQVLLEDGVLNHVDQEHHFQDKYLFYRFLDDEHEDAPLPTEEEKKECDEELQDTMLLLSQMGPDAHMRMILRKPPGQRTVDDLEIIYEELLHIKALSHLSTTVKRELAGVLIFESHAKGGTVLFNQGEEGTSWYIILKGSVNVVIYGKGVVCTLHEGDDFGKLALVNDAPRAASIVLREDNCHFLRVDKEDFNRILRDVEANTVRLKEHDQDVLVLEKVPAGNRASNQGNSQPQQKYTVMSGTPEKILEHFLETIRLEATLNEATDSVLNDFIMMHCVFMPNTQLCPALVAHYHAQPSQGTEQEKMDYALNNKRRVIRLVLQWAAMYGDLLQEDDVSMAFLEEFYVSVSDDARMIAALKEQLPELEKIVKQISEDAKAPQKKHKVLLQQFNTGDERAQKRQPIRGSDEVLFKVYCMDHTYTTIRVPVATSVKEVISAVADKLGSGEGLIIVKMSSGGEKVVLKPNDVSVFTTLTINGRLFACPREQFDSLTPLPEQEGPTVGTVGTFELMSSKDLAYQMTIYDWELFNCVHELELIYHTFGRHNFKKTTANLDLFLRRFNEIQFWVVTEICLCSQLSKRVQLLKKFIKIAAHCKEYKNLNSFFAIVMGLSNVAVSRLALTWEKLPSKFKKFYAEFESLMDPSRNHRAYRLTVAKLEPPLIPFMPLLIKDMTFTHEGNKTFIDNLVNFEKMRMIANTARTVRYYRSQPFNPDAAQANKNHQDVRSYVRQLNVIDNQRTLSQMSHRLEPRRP
# A549 viability: kills or reduces viability of A549 cells in Nrf2 counter-screen; A549 ARE-Fluc cells, CellTiter-Fluor viability, 18-24 h; Potency, µM (doses to about 46 µM), for inactives: top-dose activity change, negative = cytotoxicity, actives largely listed as inhibitors; 390,000 tested, 0.16% active; further: on the % scale 0 is the no-effect control and ±100 the full control effect
#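 A549 ARE-Fluc cells in 5% FBS OPTI-MEM, 5000 cells/well, rested 2 h then exposed to compounds in concentration-response for 18-24 h at 37 °C. Viability by CellTiter-Fluor fluorescence (Ex 405/Em 525) after 30 min; luciferase luminescence (BugLite, 15 min, RT) read afterwards.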
# Starred values were filed as active, the others as inactive; i = inactive; ? = inconclusive; . = not tested or not shown; [ ] = another dose, or the depositor's remark. The call rests on the fitted dose curve; in most records, active means well fitted curve in the direction sought with a large enough effect; inconclusive means small, poorly fitted or top-dose-only effect, or another doubt; inactive means no such curve, though single readings can be large; an effect the other way counts as inactive or inconclusive. Potency means the concentration at half of the fitted maximal effect. These rows are one share of the data; the hit share may differ from the screen's.
structure,TGFb SMAD3 inh,MCF10A rerep,HepG2 viability,A549 viability,EPAC2 antagonist,ATXN2 expr inh,Nrf2 activator,ATXN viability,Nrf2 inh
O=C(COC(=O)CCC(=O)c1cccs1)Nc1cccc(F)c1,-4%,1%,-14%,-5%,-6%,.,-0.4%,i,15%
COc1cc(NC(=O)c2cccc(F)c2)cc(OC)c1OC,?,2%,5%,12%,-5%,.,15%,i,-15%
CC(CNC(=O)c1ccc2c(c1)OCO2)c1ccc([N+](=O)[O-])cc1 (configuration not stated),1%,-3%,-21%,3%,29%,-28%,0.7%,i,-17%
Cc1ccc(S(=O)(=O)NCCCCC(NC(=O)OC(C)(C)C)C(=O)O)cc1 (configuration not stated) (tested in a mixture with another compound),-3%,-2%,4%,-14%,8%,-2%,-0.4%,i,?
O=C(COc1nnnc2ccccc12)N1CCCc2ccccc21,-1%,1%,-1%,-9%,7%,-1%,-0.8%,i,?
CCn1c(=O)n(CC)c2cc(S(=O)(=O)NCCOc3ccccc3)c(C)cc21,-16%,3%,1%,-1%,-1%,7%,0.5%,i,?
CCOC(=O)N1N=C(C)CC1(O)c1ccccc1 (configuration not stated),-2%,-18%,20%,1%,-2%,-2%,0.3%,i,0%
COc1ccccc1NS(=O)(=O)c1cccc(C(=O)NCC(c2ccc(F)cc2)N2CCOCC2)c1 (configuration not stated),0%,1%,-25%,-3%,8%,-7%,-0.6%,i,-22%
CCOC(=O)N1CCN(CCC(=O)Nc2ccc(OC)cc2)CC1,?,0%,4%,0%,11%,4%,0.1%,i,18%
O=C1C2C3CCC(O3)C2C(=O)N1c1cc(OCC(F)F)cc([N+](=O)[O-])c1 (configuration not stated),-9%,0%,5%,8%,18%,0%,-0.3%,i,-1%
CCc1cccc(NC(=O)[C@@H]2CCCN2C2=NS(=O)(=O)c3ccccc32)c1,-1%,9%,7%,-10%,5%,6%,-0.5%,?,-6%
O=c1c2oc3ccccc3c2n(Cc2ccccc2)c(=O)n1Cc1ccc2c(c1)OCO2,0%,.,-8%,0%,.,.,3.4%,.,1%
Cc1ccc(N2C(=O)C(CC(=O)Nc3cccc(F)c3)N(CCc3ccncc3)C2=O)cc1 (configuration not stated),-18%,-2%,-24%,6%,-6%,.,0.5%,i,-16%
O=C(Nc1cc(S(=O)(=O)N2CCCC2)ccc1OCC(F)(F)F)c1ccncc1,2%,.,5%,.,-3%,.,-1.3%,i,.
COc1cc(C(=O)NCC(=O)N/N=C/c2c(C)[nH]c3ccccc23)cc(OC)c1OC,-6%,-5%,-8%,4%,-17%,15%,-1.4%,i,1%
COc1ccc(CC(=O)NNC(=O)c2ccccc2)cc1OC,2%,-3%,0%,6%,13%,.,-0.5%,?,6%
Cc1ccc([N+](=O)[O-])cc1S(=O)(=O)N1CCCC1,-4%,1%,1%,-3%,-1%,-3%,-0.3%,i,-9%
CCOC(=O)C1=C(CC)Nc2ccccc2N=C1NC(=O)CCN1C(=O)C2CCCCC2C1=O (configuration not stated),-6%,0%,0%,-5%,0%,.,-0.4%,i,1%
COc1cccc(-c2ccc3nccn3c2)c1,-26%,.,3%,.,-18%,23%,1.4%[9.22 µM],i,.
CCOC(=O)N1CCN(C(=O)c2ccc(NC(=O)CC)cc2)CC1,21%,4%,-12%,-1%,-5%,.,-0.1%,.,-3%
CCn1c(=O)n(CC)c2cc(N3CCCCC3)c(NC(=O)Nc3cc(C)cc(C)c3)cc21,-14%,.,-9%,-25%,.,-2%,0.5%,i,?
Nc1nc(Cl)nc(N(c2ccccc2)c2ccccc2)n1,-7%,13%,2%,1%,-3%,-8%,2.3%,i,-2%
Cc1ccc(NS(=O)(=O)c2cccc3nsnc23)cc1C,2%,?,3%,7%,0%,-2%,-0.7%,i,-17%
O=C(Nc1ccccc1C(=O)NCC1CCCO1)c1ccco1 (configuration not stated),-8%,1%,-1%,1%[1.84 µM],10%,3%,0.3%,i,3%
CCn1cc2nc(SCc3cccc(OC)c3)n(Cc3ccc(Cl)cc3)c(=O)c2n1,-8%,.,-23%,-5%,.,-26%,1.5%,.,?
COc1ccc(-c2nc3c(c(SCC(=O)N4CCCCC4)n2)Cc2cc(Cl)ccc2O3)cc1,1%,.,-9%,-1%,.,9%,0.7%,i,6%
C/C(=N\Nc1ccccn1)c1ccc(N2CCOCC2)cc1,-18%,2%,-30%,-7%,-1%,44%[activator],0.9%,i,37%
O=C(Cn1c(=O)n(Cc2ccccc2)c(=O)c2sc3ccccc3c21)NCc1ccccc1Cl,2%,.,10%,-1%,.,9%,0.0%,i,6%
COc1ccc(NC(=O)COC(=O)c2cc(C)oc2C)c([N+](=O)[O-])c1,10%,0%,-6%,-2%,-3%,.,0.3%,?,-15%
CCOc1c(Cl)cc(Cl)cc1CNCCNCCO,1%,-2%,-40%,0%[1.84 µM],-3%,-12%,-0.2%,i,1%
O=C(CNS(=O)(=O)c1c(Cl)cccc1Cl)OCc1csc(-c2ccccc2)n1,0%,2%,1%,0%,-3%,12%,2.8%,i,11%
CCCCOc1ccccc1NC(=O)c1scc2c1OCCO2,-17%,-5%,10%,1%,6%,?,6.0%,i,5.2µM*
Cn1cc(S(=O)(=O)N2CCc3ccccc3C2)c(=O)n(C)c1=O,1%,-4%,0%,7%,-4%,0%,1.9%,i,3%
CC(C)(C)OC(=O)N[C@H](C(=O)OC(C)(C)C)c1ccccc1,?,-7%,1%,0%,-8%,-6%,-0.8%,i,3%
CC(=O)Nc1ccc(S(=O)(=O)N(C)CC(=O)OCC(=O)Nc2cc(C)on2)cc1,-5%,6%,-15%,2%,4%,-3%,-1.7%,i,3%
Cc1cc(C)c(S(=O)(=O)NCCc2ccncc2)c(C)c1,-2%,4%,-6%,-3%,7%,-27%,0.2%,i,-28%
O=S1(=O)CC(N2CCN(CC3CC3)CC2)CN1Cc1ccc(F)cc1 (configuration not stated),1%,.,0%,.,10%,-6%,-0.1%,i,.
O=C(Nc1nc(-c2ccccc2Cl)cs1)c1cccnc1,-29%,-16%,1%,-4%,3%,-4%,2.8%,i,.
O=C1NCCCC1C(=O)Nc1cccc(C(F)(F)F)c1 (configuration not stated),-2%,5%,4%,4%,-7%,-5%,-1.0%,i,3%
CC(C(=O)N1CCOCC1)N1C(=O)C2C3C=CC(C4CC34)C2C1=O (configuration not stated),3%,-8%,10%,0%,10%,-16%[11.3 µM],0.3%,i,4%
Cc1ccc(CN2C(=O)c3ccccc3Sc3ccc(C(=O)NCCN4CCOCC4)cc32)cc1,?,?,-37%,-15%,-13%,-37%,0.3%,i,-7%
CN(CC(=O)Nc1ccccc1Cl)C(=O)COC(=O)c1cccs1,5%,?,-7%,9%,-3%,3%,0.2%,i,2%
COCCCNC(=O)CCCCCNS(=O)(=O)c1ccc(Br)cc1,10%,-1%,-1%,3%,1%,0%,-0.9%,i,5%
CCN(CC)S(=O)(=O)c1cc(C(=O)Nc2nncs2)c(Cl)cc1Cl,18%,?,-1%,-3%,-10%,-6%,-1.3%,i,.
O=C(NNC(=S)Nc1ccc(Br)cc1Cl)c1ccncc1,15%,7%,-20%,1%,-9%,3%,2.5%,i,-3%
COC(=O)C1=CN(C)C=C(C(=O)OC)C1c1ccc(O)c(OC)c1,13%,3%,7%,2%,14%,11%,3.0%,i,-21%
Cc1ccc(/C=N/NC(=O)Cc2cccn2C)s1,-8%,-10%,11%,-6%,2%,30%[activator],4.8%,i,12%
O=C(COc1ccc2c(c1)oc(=O)c1ccccc12)NC(Cc1ccc(Cl)cc1)C(=O)O (configuration not stated),-23%,-7%,-8%,16%,35%[activator],-13%,0.1%,i,2%
CC1=CC(=C(C#N)C#N)C=C(C)N1Cc1ccc(Cl)cc1,0%,4%,-158%,11%,12%,-18%,0.0%,i,2%
COc1ccc2c(c1)OC[C@H]1[C@H]2N2C(=O)c3cc(OC)ccc3NC(=O)[C@@]2(C)[C@H]1c1ccccc1,-5%,16µM*,-17%,-1%,15%,-9%,-0.5%,i,-10%
Cc1ccc(S(=O)(=O)c2cn(CC(=O)Nc3cccc(C)c3)c3cc4c(cc3c2=O)OCO4)cc1,-16%,.,9%,1%,.,4%,0.2%,i,18%
O=C(O)c1ccc(NS(=O)(=O)c2ccc(C(=O)Nc3ccccc3)cc2)cc1,4%,-4%,10%,-3%,2%,5%,-0.5%,i,-3%
CCOc1ccc(OCCC(=O)NNC(=O)c2ccncc2)cc1,9%,-4%,0%,0%,-3%,-13%,3.7%,i,9%
COc1ccc(Cl)cc1C(=O)Nc1ccc(NC(=O)C(C)C)cc1,-9%,?,3%,-12%,8%,-18%,3.0%,i,?
Cc1ccc(-c2noc(-c3ccc(N4CCCCC4C)c([N+](=O)[O-])c3)n2)cc1 (configuration not stated),-21%,.,5%,1%,.,-28%,-1.9%,i,?
CN(C)S(=O)(=O)c1cccc(COC(=O)c2cccnc2Cl)c1,13%,-5%,6%,0%,0%,-8%,0.5%,i,0%
CCCN1CCN(C(=O)c2noc3c2COc2ccc(C)cc2-3)CC1,-2%,4%,-10%,3%,1%,31%[activator],3.0%,i,?
COc1ccc(S(=O)(=O)N2CCC(Nc3ccccc3Cl)CC2)cc1,?,0%,8%,4%,15%,-1%,-0.1%,i,-6%

# High-throughput results (PubChem BioAssay)
